# Screens as filed in PubChem.
# PTAP TSG101 blk – blocks PTAP/TSG101 interaction to inhibit HIV-1 budding | Fluorescence polarization, FITC-PTAP peptide / Tsg101 binding | Potency, µM (doses to about 115 µM), for the others: at the highest dose activity change, negative = inhibition, actives largely listed as inhibitors | 340,000 tested, under 10 active | AID 493005; active means well fitted inhibition curve with a large enough effect in the main read-out, with a control signal flat, not every such curve was filed as active; inconclusive means small, poorly fitted or top-dose-only effect, or effect the other way, or a change in a side signal; inactive means no such curve, though single readings can be large or run the other way; further: potency means the concentration at half of the fitted maximal effect; % of control where 0% means no effect
#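 Compounds were pin-transferred onto Tsg101 binding domain (10 uM final) in HEPES pH 7.5 buffer, then FITC-PTAP peptide was added at 50 nM final. After 20 min at RT, polarization reported peptide displacement across a qHTS concentration series.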
# ASM inhibitor – inhibitors of human secretory acid sphingomyelinase; placental ASM, HMU-PC fluorogenic substrate, 60 min; P17405; Potency, µM (doses to about 57.5 µM), without a hit: at the top dose activity change, negative = inhibition, actives largely listed as inhibitors; 0.006% of 340,000 active; further: potency means the concentration at half of the fitted maximal effect
#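 Human placenta-derived ASM preincubated with compound 10 min at room temperature, then reacted with 9 uM (final) fluorogenic HMU-PC substrate for 60 min at 37 C. Stop solution raises pH to 10; fluorescence read at Ex 386/Em 447 nm.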
# TRPV1 ag – agonists of human vanilloid receptor 1 (TRPV1). 0.19% of 320,000 active. activation, % at 8.33 µM. Q8NER1. TRPV1-expressing cells, Fluo-8 calcium influx, agonist mode; in the data active means activation above about 80%; inconclusive means between about 30% and that limit; further: 0% is about no effect
#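 Fluo-8 calcium influx in TRPV1-expressing cells, kinetic read (ex 480/em 520 nm). Compound added and read 3 min for agonist activity, followed by capsaicin at EC20 final and 2 min further read for enhancement.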
# Integrin act MD – activates integrin-mediated alleviation for muscular dystrophy; alpha7betagal myoblasts, beta-gal FDG fluorescence, 48 h; Potency, µM (titrated, usually from 38.3 µM), inactives show top-dose activation, most hits filed as activators; 0.064% of 350,000 active; AID 624291;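 further: potency means the concentration at half of the fitted maximal effect; 100% = response of the positive control SU9516; nearly all actives have a fitted effect of over 60% in size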
#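 Alpha7betagal+/- myoblasts (passage 13) were plated 16-24 hr, then exposed to compounds (1:260 dilution of DMSO stock) for 48 hours at 37C. After MPER lysis, β-galactosidase reporter activity was read as FDG fluorescence (ex 480/em 540) after 30 minutes.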
# USP2a inh – inhibitors of human ubiquitin-specific protease USP2a. AID 463254. O75604. USP2 core, Ub-CHOP2 coupled fluorogenic reporter, 485/531. 0.01% of 330,000 active. Potency, µM (doses to about 38.3 µM), for inactives: at the top dose activity change, negative = inhibition, actives largely listed as inhibitors;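 further: potency means the concentration at half of the fitted maximal effect; plate controls were DMSO wells for no effect and full inhibition by NEM control for full effect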
# Target sequence (O75604 whole entry, looked up): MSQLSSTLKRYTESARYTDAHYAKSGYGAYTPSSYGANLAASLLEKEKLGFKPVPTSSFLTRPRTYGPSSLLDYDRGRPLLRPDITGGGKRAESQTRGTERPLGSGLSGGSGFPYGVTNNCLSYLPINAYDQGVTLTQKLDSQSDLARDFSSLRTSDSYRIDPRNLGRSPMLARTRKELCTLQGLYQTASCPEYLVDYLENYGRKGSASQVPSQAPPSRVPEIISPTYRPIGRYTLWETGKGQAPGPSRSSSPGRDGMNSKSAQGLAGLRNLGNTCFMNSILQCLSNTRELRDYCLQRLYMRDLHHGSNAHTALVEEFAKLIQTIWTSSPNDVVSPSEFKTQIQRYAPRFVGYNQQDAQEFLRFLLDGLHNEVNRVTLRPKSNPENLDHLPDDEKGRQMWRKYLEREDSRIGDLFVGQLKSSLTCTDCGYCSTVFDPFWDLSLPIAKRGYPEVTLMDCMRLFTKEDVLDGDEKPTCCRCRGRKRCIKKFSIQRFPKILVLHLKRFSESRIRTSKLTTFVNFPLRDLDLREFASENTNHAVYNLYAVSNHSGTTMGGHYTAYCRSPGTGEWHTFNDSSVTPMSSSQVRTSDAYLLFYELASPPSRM
#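 USP2 core (10nM final) preincubated 30min RT with compound in 20mM Tris-HCl pH 8.0, 2mM CaCl2, 2mM beta-mercaptoethanol, 0.05% CHAPS; 25nM Ub-CHOP2 plus 25nM reporter substrate added, fluorescence (Ex485/Em531) read after 60min.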
# p53 reactivation – re-activators of mutant p53. 0.063% of 320,000 active. Potency, µM (top dose mostly 92.2 µM), for the others: at the top dose activity change, positive = activation, hits mostly activators. AID 504706. H1299 p53-A138V BP100-luciferase reporter, luminescence, 24 h; further: potency means the concentration at half of the fitted maximal effect; % of control where 0% means no effect; nearly all actives have a fitted effect of over 45% in size
#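 H1299 (p53-null), stable ts p53-A138V + BP100-Luc; 1000 cells/well, Opti-MEM/10% FBS; cpd 4 pt, 1:5; 24 h, 37 deg C, 5% CO2; detection reagent 10 min RT; luminescence.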
# B2AR arrestin – recruits beta-arrestin to the human beta2-adrenergic receptor | beta-arrestin recruitment to beta2AR, cell-based reporter | Potency, µM (highest dose often 46.1 µM), for inactives: top-dose activation, usual class: activators | 0.02% of 330,000 active;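 further: potency means the concentration at half of the fitted maximal effect; 0% = DMSO controls and full agonism = EC100 isoproterenol or metaproterenol; nearly all actives have a fitted effect of over 65% in size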
# Target sequence (P07550 whole entry, looked up): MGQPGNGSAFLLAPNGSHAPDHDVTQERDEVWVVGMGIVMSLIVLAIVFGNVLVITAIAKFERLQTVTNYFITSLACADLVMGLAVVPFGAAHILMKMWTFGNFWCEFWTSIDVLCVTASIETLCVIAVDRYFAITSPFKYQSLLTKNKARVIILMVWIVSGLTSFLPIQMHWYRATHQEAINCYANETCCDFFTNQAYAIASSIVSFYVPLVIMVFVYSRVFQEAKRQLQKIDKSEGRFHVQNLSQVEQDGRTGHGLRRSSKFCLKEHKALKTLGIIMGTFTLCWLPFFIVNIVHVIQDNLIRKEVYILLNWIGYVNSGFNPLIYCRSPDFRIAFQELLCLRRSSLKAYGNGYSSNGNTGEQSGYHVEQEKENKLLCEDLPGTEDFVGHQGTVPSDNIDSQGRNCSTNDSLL
# Eya2 phos inh – inhibitors of human Eya2 phosphatase activity. AID 488837. 0.006% of 330,000 active. recombinant Eya2, OMFP fluorescence dephosphorylation (OMFP is methylfluorescein phosphate). O00167. Potency, µM (series often up to 76.9 µM), for the others: at the highest dose activity, negative = inhibition, hits mostly inhibitors; further: potency means the concentration at half of the fitted maximal effect; on the % scale 0 is the no-effect control and ±100 the full control effect
#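 Eya2 (0.2 uM) preincubated 10 min at ambient with compound, then OMFP substrate added at 50 uM; 10 min reaction in 50 mM HEPES pH 7.5, 50 mM NaCl, 5 uM MgCl2, 0.05% BSA, 1 mM DTT. Fluorescence read at Ex 485/Em 525 nm.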
# ELG1 genotoxic – genotoxicity induction in ELG1-luciferase HEK293T cells; HEK293T ELG1-luciferase reporter, luminescence, 16 h; Potency, µM (titrated, usually from 46 µM), without a hit: at the top dose activity change, positive = activation, hits mostly activators; 1.3% of 330,000 active; further: potency means the concentration at half of the fitted maximal effect; % of control where 0% means no effect; nearly all actives have a fitted effect of over 60% in size
#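 16 hr compound incubation (37 °C, 5% CO2) of HEK293T cells carrying luciferase-tagged ELG1; luciferase then measured by ONE-Glo luminescence after 30 min at RT.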
# BRCA1 expr up – increases BRCA1 expression | MCF7-BRCA1-FFLuc reporter, luminescence, 48 h; response scale: scaled: vehicle 0%, 10 µM genistein 100% | Potency, µM (series often up to 46.1 µM), for inactives: at the top dose activation, actives largely listed as activators | 1.1% of 380,000 active; further: potency means the concentration at half of the fitted maximal effect; nearly all actives have a fitted effect of over 80% in size; some results filed as inactive show a strong effect at the top dose
#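 Luminescence from a BRCA1-driven firefly luciferase in MCF7 cells was the read-out, taken 15 min after substrate addition following 48 h compound exposure at 37 °C. Data were normalized to a 10 microM genistein control and DMSO vehicle.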
# uPA surface inh – inhibitors of cell surface uPA generation; cell surface uPA generation assay, qHTS; Potency, µM (titrated, usually from 38.3 µM), for inactives: at the highest dose activity change, negative = inhibition, hits mostly inhibitors; 0.31% of 330,000 active; AID 540303; active means well fitted inhibition curve with a large enough effect; inconclusive means small, poorly fitted or top-dose-only effect; inactive means no such curve, though single readings can be large or run the other way; tested in mouse RAW 264.7 cells; further: potency means the concentration at half of the fitted maximal effect; on the % scale 0 is the no-effect control and ±100 the full control effect; nearly all actives have a fitted effect of over 55% in size
# An asterisk follows results filed as active; ? = inconclusive; . = no result given; [ ] = another dose, or the depositor's remark. Unless noted, the call rests on the fitted dose curve; in most records, active means well fitted curve in the direction sought with a large enough effect; inconclusive means small, poorly fitted or top-dose-only effect, or another doubt; inactive means no such curve, though single readings can be large; an effect the other way counts as inactive or inconclusive.
SMILES	PTAP TSG101 blk	ASM inhibitor	TRPV1 ag	Integrin act MD	USP2a inh	p53 reactivation	B2AR arrestin	Eya2 phos inh	ELG1 genotoxic	BRCA1 expr up	uPA surface inh
Cc1ccc(NC(=S)N2CCC(N(C)CC3CCCO3)CC2)cc1C (stereo not given)	-1%	7%	1	-3%	1%	9%	0.0%	7%	5%	4%	-1%
CC(C)NC(=O)c1cc(-c2ccc(Br)cc2)on1	-4%	1%	?	7%	1%	?	-0.3%	25%	?	?	-2%
Cc1ccnc(N2C(=O)c3ccc([N+](=O)[O-])cc3C2=O)c1	.	.	0	.	0%	-5%	0.2%	-8%	-4%	.	.
O=C(Cn1cnc2c(nnn2Cc2ccccc2F)c1=O)N1CCN(c2ccccc2)CC1	-4%	-2%	4	-2%	-3%	-8%	0.0%	-9%	-2%	-1%	11%
Cc1noc(C)c1S(=O)(=O)Nc1ccc(C(=O)NCCc2ccccc2)cc1	-5%	-1%	-1	21%	1%	2%	0.9%	7%	1%	0%	0%
O=C(c1ccc(F)cc1)N1CCC(C(=O)N2CCN(S(=O)(=O)c3ccccc3Br)CC2)CC1	-6%	2%	0	9%	4%	-1%	-0.4%	-36%	-5%	-40%	5%
O=C(CN1C(=O)NC2(CCCC2)C1=O)NCCc1ccc(F)cc1	-2%	2%	.	-17%	9%	-2%	0.1%	-4%	-2%	-1%	-2%
Cc1cc(-c2nnc(SCC(=O)Nc3ccc(F)cc3)n2N)n[nH]1	-1%	-3%	3	10%	1%	0%	0.0%	0%	0%	-20%	-3%
COc1cc2c(C)nc3onc(-c4ccccc4)c3c2cc1OC	-3%	-8%	.	-5%	0%	30%	0.0%	-13%	23%	-29%	1%
Cc1cccc(S(=O)(=O)NNC(=O)Cc2cccn2C)c1	-4%	8%	1	-24%	1%	6%	-0.6%	1%	0%	5%	0%
COc1ccc(NC(=O)c2cc(F)cc(F)c2)cc1S(=O)(=O)N1CCCCC1	-2%	-3%	.	-19%	0%	-8%	-0.4%	3%	-3%	-41%	-4%
CC(C)CN1CCC(=O)N([C@H](CO)Cc2ccccc2)CC1	-2%	-1%	0	16%	4%	.	-0.8%	-1%	4%	5%	14%

# Part of the list above, set out differently:
> Cc1cccc(S(=O)(=O)NNC(=O)Cc2cccn2C)c1
  PTAP TSG101 blk = -4%
  ASM inhibitor = 8%
  TRPV1 ag = 1
  Integrin act MD = -24%
  USP2a inh = 1%
  p53 reactivation = 6%
  B2AR arrestin = -0.6%
  Eya2 phos inh = 1%
  ELG1 genotoxic = 0%
  BRCA1 expr up = 5%
  uPA surface inh = 0%

> O=C(Cn1cnc2c(nnn2Cc2ccccc2F)c1=O)N1CCN(c2ccccc2)CC1
  PTAP TSG101 blk = -4%
  ASM inhibitor = -2%
  TRPV1 ag = 4
  Integrin act MD = -2%
  USP2a inh = -3%
  p53 reactivation = -8%
  B2AR arrestin = 0.0%
  Eya2 phos inh = -9%
  ELG1 genotoxic = -2%
  BRCA1 expr up = -1%
  uPA surface inh = 11%

# Further records
SMILES	PTAP TSG101 blk	ASM inhibitor	TRPV1 ag	Integrin act MD	USP2a inh	p53 reactivation	B2AR arrestin	Eya2 phos inh	ELG1 genotoxic	BRCA1 expr up	uPA surface inh
Cc1ccc(OCC(=O)c2cc(C)n(C3CC3)c2C)c([N+](=O)[O-])n1	0%	3%	3	-43%	7%	.	-0.7%	-5%	12%	0%	-2%
O=c1cc(-c2ccc(O)cc2)oc2cc(O)c([C@@H]3O[C@H](CO)[C@@H](O)[C@H](O)[C@H]3O)c(O)c12	0%	-1%	.	0%	2%	2%	-0.7%	5%	0%	21%	-1%
O=C(c1cc(-c2ccc3c(c2)OCO3)on1)N1CCCCC1	-1%	1%	?	-15%	3%	0%	-0.3%	0%	0.12µM*	-14%	-3%
COc1ccc(OC)c(CCNC(=O)CN2C(=O)COc3ccc(S(=O)(=O)N4CCOCC4)cc32)c1	0%	-3%	-1	13%	2%	1%	-1.0%	-7%	-5%	-2%	3%
O=S(=O)(c1cnccc1N1CCN(CCO)CC1)N1CCCCC1	0%	3%	0	5%	1%	-9%	-0.4%	-5%	6%	-16%	-3%
O=C(CCCC(=O)c1ccc(O)cc1)c1ccc(O)cc1	2%	3%	-2	1%	-1%	?	-0.1%	4%	4.6µM*	?	0%
CCOc1cc2[nH]c(=S)n(CCCC(=O)NCc3ccco3)c(=O)c2cc1OCC	0%	0%	-2	-34%	0%	0%	-0.4%	-4%	3%	2%	.
COc1cccc(C(=O)NC(=S)Nc2ccc(Cl)cc2C(=O)O)c1	-1%	9%	-2	1%	0%	-13%	0.2%	-4%	-1%	-14%	-1%
CN(C)C(=O)c1nc2ccccc2s1	-5%	2%	-3	0%	1%	27%	-0.4%	-3%	15%	21%	0%
COc1ccc(C(=O)NC(=S)Nc2cccnc2)cc1OC	-3%	-3%	-3	-1%	1%	-2%	0.2%	0%	3%	4%	5%
CCOc1ccccc1CN(Cc1ccco1)S(=O)(=O)c1ccc(-n2cnnn2)c(OC)c1	0%	-2%	4	16%	-8%	-14%	-0.1%	5%	-17%	-88%	?
O=C(Cc1ccccc1)N1CCN(c2ccccc2F)CC1	0%	0%	?	-12%	-1%	20%	0.1%	5%	-3%	1%	-2%

# The listing continues:
# Values in the order – PTAP TSG101 blk, ASM inhibitor, TRPV1 ag, Integrin act MD, USP2a inh, p53 reactivation, B2AR arrestin, Eya2 phos inh, ELG1 genotoxic, BRCA1 expr up, uPA surface inh
> CC1CCCCN1c1ncnc(N)c1[N+](=O)[O-] (stereo not given)
  0%, -3%, -4, 4.5µM*, 1%, -2%, 0.0%, 0%, -11%, 16%, -4%
> Cc1ccc(Nc2cc(=O)n(C3CCCCC3)c(=O)[nH]2)cc1C
  -3%, -2%, -6, 12%, 5%, 1%, -0.5%, -4%, -8%, -21%, -5%
> CC(C)C(=O)Nc1ccc(N2CCN(S(C)(=O)=O)CC2)cc1
  -4%, 1%, -3, -12%, -1%, -2%, -0.2%, 8%, -1%, -15%, 0%
> COc1ccc(C(=O)CN2CCN(c3cc(C)nc4ccccc34)CC2)cc1
  1%, 6%, 5, -37%, 0%, 2%, 0.0%, 11%, -8%, -2%, -9%
> Cc1sc2nc(CN(Cc3ccccc3)C(=O)NC3CCCCC3)[nH]c(=O)c2c1C
  1%, -16%, ., 16%, ., ., ., ., ., -52%, -18%
> CCCCC(=O)Nc1c2c(nn1-c1ccc(C)cc1)CS(=O)(=O)C2
  0%, -2%, -2, -17%, 1%, -2%, 0.0%, -3%, -1%, -17%, 2%
> CCC(C)NCCCCOc1cc(C)cc(C(C)C)c1 (stereo not given)
  1%, 4%, 2, -45%[inhibitor], 4%, 11%, -0.8%, -2%, 0%, -37%, 2%
> COc1ccccc1CNC(=O)COC(=O)c1sc(C)nc1C
  -4%, 0%, 4, 6%, 1%, -10%, 0.2%, 10%, -1%, 20%, 2%
> O=C(Cc1ccc(Br)cc1)Nc1cccc(-c2cn3c(n2)SCC3)c1
  -1%, -10%, 3, 11%, 4%, 6%, -0.6%, -26%, -13%, -34%, 5%
> Cc1noc(C)c1NC(=O)Nc1cccc2c1O[C@H](CN(C)C(=O)Nc1ccc(C(F)(F)F)cc1)[C@@H](C)CN([C@H](C)CO)C2=O
  -1%, 1%, ., -15%, 2%, -5%, -0.6%, -4%, -2%, -31%, 2%
> CN(C)NC1CC(=O)N(c2ccccc2)C1=O (stereo not given)
  -2%, -2%, 8, 14%, -1%, -2%, -0.2%, -7%, -4%, -40%, -1%
> O=C(CSc1ccc(-c2cccs2)nn1)Nc1ccccc1
  0%, -9%, 13, 2%, 0%, 14%, 0.2%, -10%, 1%, -8%, 0%
> O=C(CN(Cc1ccco1)C(=O)CNS(=O)(=O)c1ccccc1)NCc1ccc(F)cc1
  -1%, -1%, 1, 12%, 0%, 10%, -0.1%, 2%, 18µM*, 0%, 2%
> O=C(COc1ccc2ccccc2c1)NCCNC(=O)COc1ccc2ccccc2c1
  -5%, -1%, -3, -8%, 7%, -2%, -1.0%, 11%, -8%, -16%, 5%

# As entered above:
# p53 reactivation, COc1ccc(OC)c(CCNC(=O)CN2C(=O)COc3ccc(S(=O)(=O)N4CCOCC4)cc32)c1 reads 1%
# PTAP TSG101 blk, O=C(Cc1ccc(Br)cc1)Nc1cccc(-c2cn3c(n2)SCC3)c1 reads -1%
# ASM inhibitor, COc1cc2c(C)nc3onc(-c4ccccc4)c3c2cc1OC reads -8%
# ASM inhibitor, Cc1cc(-c2nnc(SCC(=O)Nc3ccc(F)cc3)n2N)n[nH]1 reads -3%
